Source: PubChem (National Center for Advancing Translational Sciences (NCATS))
SW480 rereplic: A quantitative high throughput screen for small molecules that induce DNA re-replication in SW480 colon adenocarcinoma cells | 1.8% of 340,000 active | AID 624297, 2012 | SW480 DNA re-replication, Hoechst DNA content imaging, 48 h | Potency, µM (titrated, usually from 46.1 µM), for the others: at the top dose re-replication activation, actives largely listed as activators; also: potency is read from the fitted curve at half-maximal effect; % of control where 0% means no effect; nearly all actives have a fitted effect of over 55% in size
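Image-based read-out: total Hoechst fluorescence of nuclei (405 nm excitation, 500-530 nm emission), with hits raising the fraction of high-intensity nuclei. SW480 colon cells incubated 48 hr with compounds at 37 C.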
MCF10A rereplic: A quantitative high throughput screen for small molecules that induce DNA re-replication in MCF 10a normal breast cells; MCF 10A DNA re-replication, Hoechst nuclear intensity, 48 h; Potency, µM (series often up to 46.1 µM), for the others: at the top dose activity, positive = re-replication, usual class: activators; 2.9% of 350,000 active; AID 624296, 2012; also: potency is read from the fitted curve at half-maximal effect; % of control where 0% means no effect; nearly all actives have a fitted effect of over 50% in size
DRD3 agonist: qHTS of D3 Dopamine Receptor Agonist: qHTS | max activation, % | D3R DiscoveRx beta-arrestin cells, luminescence, 90 min | AID 652048, 2013 | D(3) dopamine receptor (Homo sapiens), P35462 | 0.58% of 410,000 active; in the data active = max activation above about 30%; also: 0% is about no effect; mostly tested at two doses, the higher about 12 µM
Target sequence (P35462 whole entry, looked up): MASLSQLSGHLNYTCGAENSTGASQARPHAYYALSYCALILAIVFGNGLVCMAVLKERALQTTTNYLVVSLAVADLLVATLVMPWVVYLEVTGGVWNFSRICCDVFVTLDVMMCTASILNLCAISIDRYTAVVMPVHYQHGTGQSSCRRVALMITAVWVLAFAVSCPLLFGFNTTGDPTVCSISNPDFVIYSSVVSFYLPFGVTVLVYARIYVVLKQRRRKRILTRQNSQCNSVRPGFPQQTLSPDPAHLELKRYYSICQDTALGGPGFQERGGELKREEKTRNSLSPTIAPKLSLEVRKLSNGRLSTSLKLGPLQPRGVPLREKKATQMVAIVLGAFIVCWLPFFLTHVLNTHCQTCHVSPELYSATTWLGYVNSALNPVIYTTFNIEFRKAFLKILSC
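Cells at 1500/well, incubated overnight, then treated with pinned compounds (dopamine as control) for 90 min at 37 degrees C. DiscoveRx reagent added for 30 - 60 minutes at room temperature; luminescence read.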
HEK293 tox: qHTS of GLP-1 Receptor Inverse Agonists: Cytotox Screen; HEK293 cAMP-luciferase reporter cells, luminescence, 24 h; AID 624418, 2012; Potency, µM (doses to about 38.3 µM), for the others: at the top dose activity change, negative = inhibition, actives largely listed as inhibitors; 0.13% of 410,000 active;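 also: loss of luciferase light is scored as toxicity; potency is read from the fitted curve at half-maximal effect; % is scaled to controls: 0 for no effect and ±100 for the full control effect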
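A 23 nL compound transfer followed 12 hours of cell culture at 37 deg C; exposure then lasted 24 hr. Luciferase assay detection reagent was dispensed and plates read for luminescence after a 12 min room-temperature wait.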
KB-V1 MDR tox: qHTS assay for MDR1-selective chemotherapeutics: Primary screen using the drug-selected MDR subline cells KB-V1; AID 1347076, 2019; Potency, µM (top dose mostly 46.1 µM), without a hit: at the top dose activity change, negative = cytotoxicity, hits mostly cytotoxic; KB-V1 MDR cells viability, CellTiter-Glo, 72 h; 3.4% of 400,000 active; also: potency is read from the fitted curve at half-maximal effect; % is scaled to controls: 0 for no effect and ±100 for the full control effect; nearly all actives have a fitted effect of over 60% in size
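Following 72 h at 37 degrees C with compound, KB-V1 cell viability was read by CellTiter-Glo luminescence, medium being phenol-red-free DMEM plus 10% FBS; concentration-response parameters came from normalized, curve-fitted qHTS data.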
KB-3-1 cytotox: qHTS assay for MDR1-selective chemotherapeutics: Primary screen using the parental adenocarcinoma cell KB-3-1; KB-3-1 viability, CellTiter-Glo ATP luminescence, 72 h; Potency, µM (titrated, usually from 46.1 µM), for inactives: at the top dose activity change, negative = cytotoxic, actives largely listed as cytotoxic; 1.4% of 400,000 active; AID 1347075, 2019; also: potency is read from the fitted curve at half-maximal effect; % is scaled to controls: 0 for no effect and ±100 for the full control effect; nearly all actives have a fitted effect of over 60% in size
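72 h, 37 °C compound treatment of KB-3-1 parental cells; CellTiter-Glo added, 10 min, luminescence read. Data corrected against DMSO-only plates and normalized before curve fitting.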
HT1080NT lethal: qHTS for induction of synthetic lethality in tumor cells producing 2HG: qHTS for the HT-1080-NT fibrosarcoma cell line; HT-1080-NT fibrosarcoma viability, CellTiter-Glo ATP luminescence, 48 h; Potency, µM (titrated, usually from 46.1 µM), for inactives: at the top dose activity, negative = less viability, actives largely listed as cytotoxic; 1.6% of 360,000 active;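 also: NT is the 2HG producing partner of a matched IDH1 knockdown line; potency is read from the fitted curve at half-maximal effect; 0% = DMSO-treated cells and -100% = media-only wells without cells; nearly all actives have a fitted effect of over 55% in size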
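Viability by CellTiter-Glo luminescence after 48 h compound exposure at 37C of HT-1080-NT cells (750/well, RPMI, 5% FBS). % activity scaled between DMSO wells and medium-only wells, then curve-fitted and categorized by curve class.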
IL-1B inflam inh: qHTS for Inhibitors of Inflammasome Signaling: IL-1-beta AlphaLISA Primary Screen; 4.7% of 360,000 active; THP-1 LPS/ATP IL-1B secretion, AlphaLISA, 16 h; hits give low values; activity change, % at 57.5 µM; in the data active = activity change below about -50%; inconclusive = mostly about -30% to -49%; also: % is scaled to controls: 0 for no effect and ±100 for the full control effect
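Secreted IL-1B measured by AlphaLISA bead assay after 16 h compound exposure of THP-1 cells; compounds (final up to 57.5 uM) added 1 h before LPS (250 ng/mL) and ATP (1.25 mM) stimulation; lower signal means less secretion.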
HT1080 IDH1KD tx: qHTS for induction of synthetic lethality in tumor cells producing 2HG: qHTS for the HT-1080-IDH1KD cell line | 2% of 360,000 active | HT-1080 IDH1 knockdown viability, ATP luminescence, 48 h | AID 686971, 2013 | Potency, µM (titrated, usually from 46.1 µM), without a hit: at the top dose activity, negative = toxicity, actives largely listed as cytotoxic;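 also: potency is read from the fitted curve at half-maximal effect; 0% = DMSO wells and -100% = cell-free medium wells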
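CellTiter-Glo luminescence after 48 h compound exposure at 37 degrees C of IDH1-knockdown HT-1080 cells in 5% FBS RPMI. %Activity scaled between DMSO wells and cell-free media wells, with curves fitted and assigned curve classes.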
* marks the source's active call; other numbers are inactive results; i = inactive; ? = inconclusive; . = no result given; [ ] = remark or other dose. Unless noted, calls follow the shape of the dose curve; as a rule, active = well fitted curve in the direction sought with a large enough effect; inconclusive = small, poorly fitted or top-dose-only effect, or another doubt; inactive = no such curve, though single readings can be large; an effect the other way counts as inactive or inconclusive. Hits appear at their usual frequency, and some 11% of all compounds hit somewhere here.

The line under a structure holds: SW480 rereplic	MCF10A rereplic	DRD3 agonist	HEK293 tox	KB-V1 MDR tox	KB-3-1 cytotox	HT1080NT lethal	IL-1B inflam inh	HT1080 IDH1KD tx
O=C(c1ccoc1)N1CCN(c2cc(-c3cccnc3)nc3cc(-c4cccc(Cl)c4)nn23)CC1
    .	.	6	4%	?	?	-3%	?	-3%
N#CCCn1nc(-c2ccccc2)cc1Nc1ccccc1NC(=O)C(F)(F)F
    0%	-2%	5	18%	21µM*	-9%	0%	-7	12%
Cc1ccc(CNC(=O)Cc2csc3ccccc23)cc1
    .	.	2	5%	13%	4%	.	.	.
COc1ccc(C(NC(=O)c2ccc(F)cc2)c2ccccc2)cc1 (stereo not drawn)
    -4%	2%	-4	4%	?	0%	1%	-14	1%
COc1ccc(O)c(C(=O)c2cnn(C(=O)c3cccc(S(=O)(=O)N4CCOCC4)c3)c2)c1
    0%	0%	5	1%	4%	13%	-14%	16	-10%
CSc1nc2ccc(S(=O)(=O)NC3CCCCC3)cc2s1
    -9%	2%	-16	6%	16µM*	?	0%	-17	-2%
CC1(C)C(c2ccccc2)=[N+]([O-])CN1O
    0%	4%	3	-12%	2%	1%	?	21	1%
CCC1CCCCN1CCNS(=O)(=O)c1ccc2c(c1)oc(=O)n2C (stereo not drawn)
    -11%	0%	-1	-3%	0%	10%	5%	0	5%
Cc1ccc(OCC(=O)OCc2cc(=O)n3ccsc3n2)cc1C
    .	.	1	1%	25%	1%	.	.	.
C#CCOCCOCCOCCNc1nc(N2CCN(C(=O)[C@H](CCC(=O)O)n3cc(C(N)Cc4ccc(O)cc4)nn3)CC2)nc(N2CCN(C(=O)[C@H](CCC(=O)O)n3cc(C(N)[C@H](C)CC)nn3)CC2)n1 (stereo partly drawn)
    -2%	?	7	-20%	?	16%	15%	20	8%
Cc1nn(C)c(C)c1CCNC(=O)Nc1cccc(Cl)c1C
    .	.	-1	-4%	-5%	0%	.	.	.
CCOC(=O)Cc1c(C)nc(Cc2ccc(OC(C)C)cc2)[nH]c1=O
    0%	1%	3	9%[7.66 µM]	?	-5%	-2%	1	0%
CCOc1ccc(NC(=O)COc2ccc(C(=O)NCCc3ccccc3)cc2)cc1
    0%	-2%	6	30%	0%	?	0%	17	-1%
COc1cccc(CC(NC(C)=O)C(=O)NC2CCN(c3nnnn3-c3ccccc3)CC2)c1 (stereo not drawn)
    0%	17%	5	-4%	11%	8%	1%	5	11%
Cc1ccc(CNC(=O)c2cc(=O)c3cc(C)c(C)cc3o2)cc1
    .	.	-6	1%	-15%	4%	.	.	.
COc1cc2c(cc1NC(=O)c1cccc([N+](=O)[O-])c1C)oc1ccccc12
    ?	?	8	-2%	-12%	?	?	-55*	?
O=C(CN1CCN(c2ccccc2F)CC1)NCc1ccccc1
    -1%	0%	8	7%	-27%	-3%	3%	9	0%
CCc1nc(C)cn1S(=O)(=O)c1ccc(Br)cc1
    -3%	-1%	12	5%	-7%	-6%	-2%	-7	-3%
Cc1cc(S(=O)(=O)N(Cc2ccc(F)cc2)CC2CCCO2)ccc1-n1cnnn1 (stereo not drawn)
    -4%	-4%	-9	-15%	-14%	11%	0%	-9	-9%
Cc1ccc(C(=O)N2CCN(c3ccc([N+](=O)[O-])c(N4CCOCC4)c3)CC2)cc1
    -2%	2%	7	?	-2%	-2%	8%	0	6%
Cc1ccc(NCc2n[nH]c(=S)n2-c2cccc(Cl)c2)cc1
    -5%	0%	2	-2%	?	13%	-2%	8	2%
Cn1c(C(=O)Nc2ccc(Cl)cc2)cc2cc(Cl)ccc21
    ?	-2%	-2	-2%	1%	-6%	-6%	57	-14%
CS(=O)(=O)NCCNc1cc(Cl)ccc1[N+](=O)[O-]
    -19%	0%	6	-18%	-17%	-14%	-17%	3	-13%
OCCC1CN(Cc2ccc3ncccc3c2)CCN1Cc1ccccc1 (stereo not drawn)
    -6%	2%	-19	4%	-4%	0%	8%	12	10%
COc1ccc(CC(=O)N2CCN(c3ccccc3)CC2)cc1
    -5%	1%	7	-9%	1%	7%	0%	8	4%
CCCCCCn1c(N2CCN(c3ccccc3)CC2)nc2c1c(=O)n(C)c(=O)n2C
    ?	?	8	-1%	?	-17%	12%	-2	-1%
CCN1CCN(S(=O)(=O)c2ccc3ccccc3c2)CC1
    -8%	-10%	2	-11%	-13%	2%	1%	-4	8%
CC1OC(C(C)(C)C)Cc2[nH][nH]c(=O)c21 (stereo not drawn)
    .	.	2	4%	?	-23%	2%	39	-7%
Cc1cc(C)n(-c2nc(NCCN(C)C)c3c4c(sc3n2)COC(C)(C)C4)n1
    ?	?	-7	?	-2%	-9%	18µM*	.	?
CCc1cc2cc3c(cc2nc1SCC(=O)N1CCN(C(=O)c2ccco2)CC1)OCO3
    0%	6%	-6	8%	?	0%	-7%	?	-14%
CC(C)CNC(=S)Nc1ccc(S(N)(=O)=O)cc1
    -694%[inhibitor]	-10%	3	11%	-12%	3%	-1%	0	-7%
COc1cc(C)c(S(=O)(=O)NCc2cccs2)cc1C
    -6%	-2%	0	-6%	4%	4%	11%	-12	4%
Cc1cccc(-c2nc(CS(=O)CC(=O)NCCc3ccc(Cl)cc3)c(C)o2)c1 (stereo not drawn)
    -7%	18%	0	-13%	-15%	14%	?	-17	-3%
CCn1nc(C)c(NC(=O)Nc2cccc(Cl)c2Cl)c1C
    0%	0%	1	-17%	?	7%	2%	-8	5%
Cc1ccc(-c2ccc(/C=N/NC(=O)CN3CCCC3)o2)cc1Cl
    1%	8%	2	?	4%	-15%	-18%	-16	-18%
O=C(Nc1ccc(C(O)(C(F)(F)F)C(F)(F)F)cc1)c1ccc(Cl)c([N+](=O)[O-])c1
    22%	?	-4	?	?	?	?	-101*	23µM*
CCN(CC(=O)Nc1ccccc1OC)C(=O)CSCc1c(C)noc1C
    -3%	6%	-3	-3%	?	-8%	-2%	i	1%
Cc1cccc(-n2c(SCC(=O)Nc3nonc3C)nnc2-c2ccoc2C)c1
    1%	-3%	1	29%	-14%	-7%	-9%	0	1%
CCOC(=O)N1CCC(NC(=O)c2ccc3c(c2)N(Cc2cccc(C)c2)C(=O)c2ccccc2S3(=O)=O)CC1
    .	.	-6	-16%	0%	0%	.	.	.
Cc1ccc(-c2cn(CCC(=O)O)c(-c3ccc(Cl)nc3)n2)cc1
    -5%	?	0	-16%	?	28%	16%	38	10%
Cc1ccc(C(=O)N2CC(C)OC(C)C2)cc1[N+](=O)[O-] (stereo not drawn)
    1%	13%	3	-3%[7.66 µM]	8%	3%	5%	21	6%
CN1CCC(NC(=O)NC2CCCCC2)CC1
    4%	0%	2	2%	?	15%	1%	12	-3%
Cc1ccccc1NC(=O)Cn1c(=O)n(CCCC(=O)NCc2ccc3c(c2)OCO3)c(=O)c2ccccc21
    .	.	-4	4%	?	1%	.	.	.
CCOc1ccc(Cn2nnc(C(=O)Nc3ccc(OC)cc3OC)c2N)cc1
    -9%	-4%	6	4%	?	3%	-3%	-26	-5%
CCCCSc1nc2c(=O)[nH][nH]c(=O)c2n1Cc1ccccc1
    -6%	-3%	6	-5%	17%	2%	12%	32	9%
O=C(NNC(=O)c1ccccc1[N+](=O)[O-])Nc1ccccc1C(F)(F)F
    -1%	0%	0	1%	4%	7%	8%	-11	9%
O=C(N/N=C/c1ccc(OCc2ccccc2)cc1)c1ccncc1
    -96%[inhibitor]	?	-3	1%	1%	-4%	-19%	4	-4%
Cc1ccc2nc(-c3ccccn3)c(N)n2c1
    .	.	1	1%	?	-1%	-27%	-4	?
CC1(C(=O)Nc2ccc3[nH]ncc3c2)CCN1C(=O)C1(c2ccccc2)CC1 (stereo not drawn)
    .	.	-5	-75%	?	-9%	-10%	-18	-4%
Cc1cccc(C(=O)Nc2cc3c(cc2N2CCCCC2)n(C)c(=O)c(=O)n3C)c1
    .	.	-2	0%	5%	8%	.	.	.
O=C(O)CCSc1nc2ccccc2n1Cc1ccccc1
    -2%	-1%	1	-5%	-5%	19%	9%	40	-1%
COc1cc(NC(=O)c2ccc3oc(=O)c(S(=O)(=O)c4ccccc4)cc3c2)cc(OC)c1
    .	.	1	23%	5%	?	.	.	.
CCOc1ccc(-c2cc(N3C(=O)Nc4ccccc4N3O)on2)cc1
    -5%	-3%	4	-13%	17%	-2%	4%	12	3%
COc1ccc(Nc2cc(C(=O)N3CCc4ccccc4C3)c3ccccc3n2)c(OC)c1
    ?	?	11	1%	?	?	?	?	?
COc1ccc(C)cc1NC(=O)Cc1csc(NC(=O)Nc2ccccc2OC)n1
    .	.	1	?	-15%	-14%	-20%	39	-9%
OC(CN1CCOCC1)Cn1c2ccccc2c2ccccc21 (stereo not drawn)
    -5%	-7%	3	-8%	12%	0%	-3%	-7	6%
